Screening data (PubChem BioAssay)
mIAP block – inhibitors of mouse IAP, primary screen, biochemical, luminescence, uHTS. purified mouse IAP, CDP-Star luminescence, 30 min. inhibition, % at 10 µM. intestinal alkaline phosphatase [Mus musculus]. AID 2806, 2010. actives 0.2% (n = 330,000);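 active = inhibition of at least 40% at 10 µM in the primary screen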;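 note: plate controls were DMSO with enzyme for no effect and no enzyme wells for full effect; values of inactives mirror those of a sister screen read the other way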
APOBEC3A inh – APOBEC3A ssDNA deaminase inhibitors, primary screen, selectivity assay for APOBEC3G inhibitor project, biochemical, FAM/TAMRA oligo cleavage fluorescence; DNA dC->dU-editing enzyme APOBEC-3A (Homo sapiens), P31941; recombinant A3A, FAM/TAMRA ssDNA deamination fluorescence; inhibition, % at 20 µM; actives 0.41% (n = 330,000);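 active = at least 40% inhibition at 20 µM here, with at most 30% in a related deaminase screen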;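 note: plate controls were A3A with DMSO for no effect and wells lacking A3A enzyme for full effect; some results filed as inactive read as strong as hits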
Target sequence (P31941 whole entry, looked up): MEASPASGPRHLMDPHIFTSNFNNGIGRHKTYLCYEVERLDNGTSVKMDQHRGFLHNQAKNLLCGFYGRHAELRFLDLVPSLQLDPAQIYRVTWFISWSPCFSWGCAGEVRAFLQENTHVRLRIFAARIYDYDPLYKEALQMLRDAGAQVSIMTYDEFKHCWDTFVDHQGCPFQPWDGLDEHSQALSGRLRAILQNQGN
hIAP activ – human IAP activators, primary screen, biochemical, luminescence, uHTS; Intestinal-type alkaline phosphatase (Homo sapiens), P09923; activation factor at 10 µM; actives 0.16% (n = 330,000); purified human IAP, CDP-Star luminescence, 30 min; active compounds read high; 1 = vehicle-only enzyme, 0 = enzyme-free background;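 active = activation factor of the enzyme at least 2-fold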; note: the source names both 10 and 20 µM as test concentration; values of inactives mirror those of a sister screen read the other way
Target sequence (P09923 whole entry, looked up): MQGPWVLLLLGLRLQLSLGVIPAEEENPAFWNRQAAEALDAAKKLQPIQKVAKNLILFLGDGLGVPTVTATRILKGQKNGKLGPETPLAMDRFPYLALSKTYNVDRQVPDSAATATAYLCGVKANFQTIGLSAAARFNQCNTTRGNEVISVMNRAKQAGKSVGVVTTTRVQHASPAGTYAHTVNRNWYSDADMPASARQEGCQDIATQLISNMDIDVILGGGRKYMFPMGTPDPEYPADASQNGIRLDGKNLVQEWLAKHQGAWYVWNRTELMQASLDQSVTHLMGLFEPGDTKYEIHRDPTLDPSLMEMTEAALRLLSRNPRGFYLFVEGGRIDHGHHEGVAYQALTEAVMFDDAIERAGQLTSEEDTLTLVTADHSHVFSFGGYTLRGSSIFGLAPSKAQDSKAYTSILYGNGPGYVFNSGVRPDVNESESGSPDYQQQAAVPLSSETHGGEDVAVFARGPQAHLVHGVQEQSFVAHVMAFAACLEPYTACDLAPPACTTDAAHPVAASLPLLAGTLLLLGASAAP
mIAP activ – activators of mouse IAP, primary screen, biochemical, luminescence, uHTS; muIAP, CDP-Star luminescence, 30 min; active compounds read high; 1 = vehicle-only enzyme signal, 0 = enzyme-free wells; AID 2805, 2010; intestinal alkaline phosphatase [Mus musculus]; actives 0.24% (n = 330,000); activation factor at 10 µM;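 active = activation factor of at least 2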; note: the source names both 10 and 20 µM as test concentration; values of inactives mirror those of a sister screen read the other way
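also added = chemiluminescent substrate CDP-Star | test system = mouse IAP enzyme | signal = chemiluminescence readout | compound = DMSO-dissolved test compounds | incubation = 30 min at room temperature | benchmarks = DMSO wells, no-enzyme wells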
APOBEC3G inh – APOBEC3G DNA deaminase inhibitors, primary screen, biochemical, fluorescence, single-stranded DNA substrate, uHTS | recombinant A3G, ssDNA deamination FAM/TAMRA fluorescence | inhibition, % at 20 µM | actives 0.28% (n = 330,000) | DNA dC->dU-editing enzyme APOBEC-3G (Homo sapiens), Q9HC16;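 active = inhibition of at least 40% at 20 µM, with no more than 30% in the related APOBEC3A deaminase screen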;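 note: plate controls were DMSO wells with A3G for no effect and wells lacking A3G enzyme for full effect; some compounds called inactive have numbers as strong as hits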
ATG4B inhibitor – ATG4B protease inhibitors, primary screen, biochemical, fluorescence, uHTS. Cysteine protease ATG4B (Homo sapiens), Q9Y4P1. actives 0.51% (n = 340,000). ATG4B cleavage of LC3-PLA2, NBD-HPC fluorescence, 1 h. AID 504462, 2011. inhibition, % at 8.33 µM; in the data active = inhibition above about 40%
hIAP inh – human IAP inhibitors, primary screen, biochemical, luminescence, uHTS. purified IAP, CDP-Star luminescence, 30 min. inhibition, % at 10 µM. actives 0.12% (n = 330,000). AID 2544, 2010;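 active = inhibition reaching a set limit with compound at 10 µM in the primary screen, cut at about 35% in these data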;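 note: plate controls were DMSO wells with enzyme for no effect and no-enzyme buffer wells for full effect; values of inactives mirror those of a sister screen read the other way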
beta cell repl – inducers of MIN6 beta-cell proliferation, primary screen, ATP luminescence, uHTS | MIN6 cells proliferation, ATPlite luminescence, 48 h; cells starved in 0.2% serum; 100% = growth in 10% serum | proliferation, % at 10 µM | actives 0.29% (n = 330,000);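 active = compounds whose signal lies at least 3.5 SD above the mean of all wells on their plate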;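 note: 0% = DMSO-treated cells in low-serum medium and 100% = 10% serum control; some compounds called inactive have numbers as strong as hits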
MPTP block – mitochondrial permeability transition pore inhibitors, primary screen, biochemical, isolated mouse mitochondria, absorbance. Ca2+ swelling absorbance, 30 min. actives 1.4% (n = 360,000). inhibition, % at 10 µM. AID 602449, 2012;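 active = inhibition of 50% or more, scaled per plate between neutral and stimulator controls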;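 note: 0% = DMSO wells given calcium and 100% = 1 mM EGTA wells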
Numbers without * were called inactive; nt = not tested or not shown.

SMILES | mIAP block | APOBEC3A inh | hIAP activ | mIAP activ | APOBEC3G inh | ATG4B inhibitor | hIAP inh | beta cell repl | MPTP block
COc1cc(/C=N/N2CCOCC2)ccc1OCc1ccc(Cl)cc1 | -4 | -3 | 1.2 | 1 | -3 | -6 | -18 | -5 | 2.2
Cc1cccc(OCCCC(=O)N2CCCc3ccccc32)c1C | 9 | -3 | 1.2 | 0.91 | -4 | 22 | -17 | -4 | -1.4
Cc1ccc2nc3n(c(=O)c2c1)-c1ccccc1C(=O)NC3Cc1ccc(O)cc1 (stereo not drawn) | 0 | 1 | 0.96 | 0.99 | -6 | nt | 4 | 1 | nt
CCCC(=O)N1N=C(c2ccccc2)CC1c1cn(C)c2ccccc12 (stereo not drawn) | 8 | 0 | 0.92 | 0.92 | -8 | 1 | 8 | -3 | 1.1
CCN(CC)S(=O)(=O)c1ccc(C)c(NC(=S)N2CCN(Cc3ccc4c(c3)OCO4)CC2)c1 | -5 | 0 | 1 | 1.1 | -4 | -11 | -1 | -3 | 9.1
Cc1ccc(S(=O)(=O)N(C)CC(=O)NCCCc2ccccc2)cc1 | -10 | -2 | 1.1 | 1.1 | -3 | 0 | -13 | -2 | 2.0
CCOc1cc(C(=O)Nc2ccc(C)cc2O)ccc1OCC(=O)N1CCOCC1 | 15 | -2 | 0.86 | 0.85 | -8 | -8 | 14 | 3 | 1.5
COc1cccc(CNC(=O)C2CCN(S(=O)(=O)c3ccc4c(c3)NC(=O)C(C)S4)CC2)c1 (stereo not drawn) | -4 | -2 | 1.1 | 1 | -4 | 21 | -11 | 3 | -0.8
O=C(c1ccco1)N1CCN(C(=O)c2ccc(-c3cccc(C(F)(F)F)c3)o2)CC1 | 2 | -5 | 0.97 | 0.98 | -6 | -8 | 3 | 1 | -0.1
COc1cccc(NC(=O)CCN2CCC(C(N)=O)CC2)c1 | 1 | 0 | 0.91 | 0.99 | -5 | -20 | 9 | 0 | -0.7
COc1cc(CO)ccc1OCc1ccc(Cl)nc1 | 4 | -1 | 0.83 | 0.96 | -3 | -4 | 17 | -1 | 0.9
COc1ccccc1C(CNC(=O)c1cccc(S(=O)(=O)Nc2ccc(F)cc2)c1)N(C)C (stereo not drawn) | -5 | -5 | 0.93 | 1.1 | -10 | -12 | 8 | -2 | 0.1
O=C1CC(NC(=O)c2ccc(Cl)cc2)C(=O)N1 (stereo not drawn) | -6 | 3 | 1.2 | 1.1 | -4 | 2 | -19 | -1 | -0.9
CC(C)CNC(=O)C(=O)NCc1ccccc1 | 13 | 6 | 0.87 | 0.87 | 1 | -5 | 13 | -2 | -1.7
CCOC(=O)C1(C(=O)OCC)CC1c1ccccc1 (stereo not drawn) | -6 | 0 | 1.1 | 1.1 | 1 | -5 | -13 | 2 | 6.2
O=C(O)Cc1ccc(NC(=O)C2CC=CCC2C(=O)O)cc1 (stereo not drawn) | 9 | 18 | 1 | 0.91 | 5 | nt | -1 | 0 | nt
O=C(CSC1=NCCS1)NC(c1ccccc1)c1ccccc1 | -30 | 2 | 1.1 | 1.3 | 3 | 11 | -7 | -3 | 3.5
COc1ccc(NC(=O)N2CCc3ccccc3C2)cc1OC | 0 | 3 | 1.2 | 1 | 1 | -7 | -15 | 1 | 0.2
O=C(CSc1ccccc1)NC(=O)NCc1ccccc1 | -4 | -3 | 0.98 | 1 | -5 | -9 | 2 | 0 | 1.5
O=C(N/N=C/c1ccc(O)c(O)c1)c1cc(-c2ccccc2)nc2ccccc12 | 29 | -3 | 0.22 | 0.71 | -6 | -4 | 78* | -3 | 9.7
O=C(CCN1CCN(Cc2ccccc2)CC1)NNC(=O)c1cc2ccccc2o1 | 1 | -2 | 1.5 | 0.99 | -6 | -2 | -54 | -1 | 0.7
CCc1nc2c3cnn(-c4cc(Cl)ccc4C)c3ncn2n1 | 12 | 0 | 0.27 | 0.88 | -1 | -2 | 73* | -3 | 0.7
O=c1c2ccccc2nnn1CCO | -2 | -3 | 0.81 | 1 | -5 | 2 | 18 | 3 | 0.5
CCN(CC(=O)Nc1ccc(NC(C)=O)cc1)C(=O)c1ccccc1Sc1ccccc1C#N | -4 | 8 | 1 | 1 | -1 | -6 | 0 | -3 | -0.1
CC1CCCN(S(=O)(=O)c2ccc(CN3C(=O)c4cccnc4C3=O)cc2)C1 (stereo not drawn) | -4 | 2 | 0.97 | 1 | 2 | -4 | 3 | 2 | 0.4
COc1ccccc1NC(=S)Nc1ccc2cn[nH]c2c1 | -1 | 0 | 1.3 | 1 | -5 | -1 | -32 | -3 | -1.9
COc1cc(/C=c2\s/c(=C(/C#N)C(=O)N3CCCC3)n(-c3ccccc3)c2=O)ccc1O | 42* | -6 | 1 | 0.58 | -9 | 2 | -1 | -1 | 5.9
CCOc1ccc(NC(=O)c2cc3c(C)nc4ccccc4c3o2)cc1 | -7 | -5 | 0.92 | 1.1 | -10 | -3 | 8 | -2 | -1.1
Cn1c(SCC(=O)Nc2nccs2)nnc1C1CC1 | 2 | -1 | 0.81 | 0.97 | -3 | -7 | 19 | -2 | -2.0
O=C1NC(c2ccccc2OC(F)F)Oc2ccccc21 (stereo not drawn) | -5 | -2 | 0.94 | 1 | -7 | -3 | 6 | 2 | -0.9
Cc1ccc(OCCCn2ccnc2)cc1C | 7 | 1 | 1.2 | 0.93 | -4 | 1 | -18 | -2 | -0.3
O=C(CCc1ccccc1)Nc1ccnn1C1CCN(Cc2ccc(OCCO)cc2)CC1 | -5 | -1 | 1 | 1 | -2 | 13 | -2 | -2 | 1.6
CC1(C)CC(NC(=O)c2cc(S(=O)(=O)N3CCCCC3)ccc2Cl)CC(C)(C)N1 | -1 | -3 | 1.1 | 1 | -7 | 7 | -13 | 1 | -1.2
O=C(Cc1ccccc1)NCc1ccc(-n2cccc2)cc1 | 3 | 0 | 0.98 | 0.97 | 0 | -6 | 2 | -2 | 1.4
Cc1ccc(CNC(=O)C2CCCCN2S(=O)(=O)c2ccccc2)cc1 (stereo not drawn) | -2 | 0 | 1.1 | 1 | -2 | -6 | -14 | 0 | -1.0
Cc1ccccc1C(=O)NNC(=O)c1ccc(F)cc1 | 0 | 0 | 0.98 | 1 | -7 | -4 | 2 | -2 | -0.1
COC(=O)c1cc(NS(=O)(=O)c2ccc(F)cc2)ccc1N1CCOCC1 | 5 | 0 | 1.1 | 0.95 | -3 | -1 | -14 | -3 | 1.5
C=CCNC(=O)COc1coc(CN2CCN(C(=O)c3ccco3)CC2)cc1=O | 0 | 2 | 1.1 | 1 | -2 | -1 | -10 | 4 | 0.2
Cc1ccc(NNC(=O)c2ccc(Cl)cc2)nn1 | 13 | -3 | 1.3 | 0.87 | -5 | -5 | -29 | -2 | 2.7
Cc1ccc(-n2cc(CN3CCC(CO)(Cc4cccc(C(F)(F)F)c4)CC3)cn2)cc1 | 5 | -5 | 1.2 | 0.95 | -9 | -9 | -15 | -6 | -4.5
O=C(CCC(=O)NNC(=O)c1ccccc1[N+](=O)[O-])NCc1ccccc1 | 10 | 1 | 0.98 | 0.9 | -2 | 4 | 2 | 0 | -1.3
CCOc1ccccc1CNC(=O)C1CCCN(c2ncnc3c2nc2n3CCCCC2)C1 (stereo not drawn) | 4 | 1 | 1.1 | 0.96 | -1 | 5 | -11 | 8 | -0.7
O=C(CSc1n[nH]c(=O)n1Cc1ccco1)c1ccc(F)cc1 | -1 | 7 | 0.95 | 1 | 15 | -3 | 4 | 0 | 1.7
Cc1ccc(C(=O)N(C)Cc2ccc(N3CCOCC3)cc2)cc1S(=O)(=O)NCc1ccccc1 | 3 | -4 | 0.94 | 0.97 | -8 | -24 | 6 | 6 | 0.5
CCOC(=O)c1c(C)n(C)c2ccc(OCC(O)Cn3c(C)nc4ccccc43)cc12 (stereo not drawn) | 9 | 6 | 0.91 | 0.91 | -4 | -19 | 9 | -3 | 2.7
CCOc1ccc(N(CC(=O)NCCc2ccccc2)S(=O)(=O)c2ccccc2)cc1 | 0 | 0 | 0.98 | 1 | -10 | -1 | 2 | 0 | 0.8
CCCS(=O)(=O)N1CCN=C1SCc1ccc(F)cc1 | 10 | -5 | 1.2 | 0.9 | -11 | -3 | -23 | -1 | -1.8
Cc1ccc(C(=O)OC(C)CN2CCN(C)CC2)cc1 (stereo not drawn) | -2 | -5 | 1.1 | 1 | -14 | 10 | -6 | -2 | -2.6
CC(=O)NCCNc1nc2c(-c3ccccc3)nnn2c2ccccc12 | -13 | 0 | 1.1 | 1.1 | 0 | -22 | -12 | -1 | 0.6
COc1cc([C@@H]2c3cc4c(cc3[C@H](O)[C@H]3COC(=O)[C@H]23)OCO4)cc(OC)c1OC | -2 | -2 | 0.97 | 1 | -5 | -2 | 3 | -8 | -0.6
O=C(Cn1c(NCCCO)nc2ccccc21)c1ccc(Cl)cc1 | -15 | -5 | 1.1 | 1.2 | -4 | -4 | -7 | -3 | 1.0
Cc1cc(C)cc(N=C2SC(CC(=O)Nc3ccccc3)C(=O)N2CCN2CCOCC2)c1 (stereo not drawn) | -20 | 3 | 1 | 1.2 | -5 | -13 | -2 | 0 | -0.3
CCS(=O)(=O)N1Cc2ccccc2CC1C(=O)NCCc1c[nH]c2ccccc12 (stereo not drawn) | -3 | -2 | 1.3 | 1 | -3 | -6 | -28 | -1 | 0.3
Cc1ccc(S(=O)(=O)/C(C#N)=C/c2c(N3CCC(C(N)=O)CC3)nc3c(C)cccn3c2=O)cc1 | 15 | -2 | 0.97 | 0.85 | -5 | -3 | 3 | 0 | 13
COc1ccccc1NS(=O)(=O)c1cc2c3c(c1)CC(=O)N3CCC2 | 3 | -1 | 1.1 | 0.97 | -2 | -11 | -10 | 0 | 0.3
Cc1ccc(S(=O)(=O)NCc2ccc(C(=O)NC3CC3)cc2)cc1 | -2 | 0 | 1 | 1 | 7 | -6 | -2 | 0 | 0.7

Filtered by structure: the compounds so far with an aryl thioether with sulfur outside any ring.
SMILES | mIAP block | APOBEC3A inh | hIAP activ | mIAP activ | APOBEC3G inh | ATG4B inhibitor | hIAP inh | beta cell repl | MPTP block
O=C(CSc1ccccc1)NC(=O)NCc1ccccc1 | -4 | -3 | 0.98 | 1 | -5 | -9 | 2 | 0 | 1.5
CCN(CC(=O)Nc1ccc(NC(C)=O)cc1)C(=O)c1ccccc1Sc1ccccc1C#N | -4 | 8 | 1 | 1 | -1 | -6 | 0 | -3 | -0.1
Cn1c(SCC(=O)Nc2nccs2)nnc1C1CC1 | 2 | -1 | 0.81 | 0.97 | -3 | -7 | 19 | -2 | -2.0
O=C(CSc1n[nH]c(=O)n1Cc1ccco1)c1ccc(F)cc1 | -1 | 7 | 0.95 | 1 | 15 | -3 | 4 | 0 | 1.7
